Screening data from PubChem.
STK33 kinase inh – blocks human STK33 kinase activity; purified STK33, MBP phosphorylation, ADP-Glo luminescence; inhibition, % at 10 µM; hit rate 0.073% among 320,000;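 active = inhibition at or above 25%, using the most active replicate where run in duplicate; inactive = inhibition below 25%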
Target sequence (Q9BYT3 whole entry, looked up): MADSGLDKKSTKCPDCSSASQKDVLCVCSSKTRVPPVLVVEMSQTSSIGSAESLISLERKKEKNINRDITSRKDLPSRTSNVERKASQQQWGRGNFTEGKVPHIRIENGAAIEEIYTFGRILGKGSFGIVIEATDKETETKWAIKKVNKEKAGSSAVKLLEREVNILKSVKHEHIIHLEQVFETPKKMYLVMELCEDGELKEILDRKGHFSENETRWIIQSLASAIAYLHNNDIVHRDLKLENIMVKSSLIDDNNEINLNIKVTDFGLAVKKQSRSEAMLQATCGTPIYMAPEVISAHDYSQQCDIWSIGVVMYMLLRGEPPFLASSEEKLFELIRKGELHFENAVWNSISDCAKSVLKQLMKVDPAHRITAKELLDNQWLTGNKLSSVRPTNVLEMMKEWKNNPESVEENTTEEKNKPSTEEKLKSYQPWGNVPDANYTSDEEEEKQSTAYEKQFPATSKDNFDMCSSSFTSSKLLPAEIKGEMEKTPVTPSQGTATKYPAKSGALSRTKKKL
OX1R FRET antag – OX1R (human) antagonism | OX1R-expressing cells, FRET antagonist read-out | O43613 | hit rate 1.8% among 330,000 | inhibition, % at 6.6 µM; in the data active = inhibition mostly above about 38%, no sharp cut-off; inactive = mostly below about 40%;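 note: 0% = agonist challenge alone and 100% = reference antagonist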
Target sequence (O43613 whole entry, looked up): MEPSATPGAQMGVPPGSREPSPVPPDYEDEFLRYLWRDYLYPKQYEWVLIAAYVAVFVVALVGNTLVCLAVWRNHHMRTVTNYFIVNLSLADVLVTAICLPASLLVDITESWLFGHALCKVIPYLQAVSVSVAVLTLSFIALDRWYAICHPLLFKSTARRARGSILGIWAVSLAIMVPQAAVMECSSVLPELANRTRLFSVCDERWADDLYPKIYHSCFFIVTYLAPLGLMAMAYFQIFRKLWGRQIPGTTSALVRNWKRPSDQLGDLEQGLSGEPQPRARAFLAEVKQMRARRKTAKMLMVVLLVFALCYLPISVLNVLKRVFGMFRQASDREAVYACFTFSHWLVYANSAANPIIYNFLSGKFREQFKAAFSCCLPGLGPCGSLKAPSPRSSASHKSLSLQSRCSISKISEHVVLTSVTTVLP
* = called active by the depositor; . = no result given. The order is random; overall some 1.8% were active at least once.

canonical_smiles	STK33 kinase inh	OX1R FRET antag
CN(C)c1ccc(/C=C(\Cl)c2nc3ccccc3s2)cc1	-0.9	41.7
CCOC(=O)Cc1csc(NC(=O)/C=C/c2ccc(Br)o2)n1	0.3	36.1
COc1ccc(OCC(=O)Nc2nnc(C)s2)cc1	3.2	14.2
CC(C)(C)NC(=O)C(c1ccncc1)N(Cc1cccs1)C(=O)Cn1nnc(-c2ccc(F)cc2)n1 (stereo not drawn)	-1.2	17.9
O=C(NNS(=O)(=O)c1ccc(Cl)cc1)c1cccs1	-0.4	13.8
COc1ccc(Nc2nc3ccccc3nc2-n2nc(C)cc2C)cc1	-2.4	3.7
O=C(CN(c1cc(C(F)(F)F)ccc1Cl)S(=O)(=O)c1ccccc1)NCc1cccnc1	0.3	54.4
O=C(c1cc2ccccc2oc1=O)N(Cc1cccs1)Cc1ccccc1Cl	0.4	11.9
CC(=O)NC12CC3CC(C1)CC(C(=O)Nc1nccs1)(C3)C2	-0.8	-11.0
Cc1csc(SCC(=O)c2c(N)n(CC(C)C)c(=O)n(C)c2=O)n1	-2.4	14.6
Cc1ccc(C(=O)NN2C(=O)C3C4C=CC(C4)[C@@H]3C2=O)cc1 (stereo partly drawn)	-1.5	4.7
CCOc1cc2[nH]c(=S)n(Cc3ccc(C(=O)NCCOC)cc3)c(=O)c2cc1OCC	-0.8	3.3
CCOc1ccc(NC(=O)CCNC(=O)c2ccco2)cc1	-2.4	8.2
COc1ccccc1C(=O)N/C(=C/c1ccc(Br)cc1)C(=O)NCC(=O)O	-0.9	17.2
CCOC(=O)Cc1[nH]nc2c1C(c1cc(OC)ccc1OC)C(C#N)=C(N)O2 (stereo not drawn)	-0.8	10.3
Clc1ccccc1N=C1SCCS1	-2.9	13.1
O=C(NCCCN1CCOCC1)c1cc(-c2ccc(Cl)s2)nc2ccccc12	-1.4	1.1
Cc1c(C(=O)Nc2ccccn2)oc2ccccc12	-0.2	52.3*
Cc1ccccc1NC(=O)C1CCCN(S(=O)(=O)c2cnc[nH]2)C1 (stereo not drawn)	-0.6	1.4
COc1ccc(C(=O)NCCc2c[nH]c3ccccc23)cc1[N+](=O)[O-]	-1.2	-0.3
Cc1ccc(C(OC(=O)c2ccco2)C(=O)NC2CCCCC2)cc1 (stereo not drawn)	-0.7	9.8
CN1C(=O)/C(=C/c2ccccc2F)Sc2ccc(C(=O)NCC3CCCO3)cc21 (stereo not drawn)	-3.0	7.7
O=C(NC1CCCc2c1cnn2-c1ccc(F)cc1F)c1cnccn1 (stereo not drawn)	-1.1	15.9
CCOc1ncccc1C(=O)N1CCCSC1=Nc1ccc(C(C)=O)cc1	-0.9	29.2
Cc1ccc(OCC(=O)Nc2cccnc2Cl)cc1C	-1.4	5.6
O=c1[nH]c(C2CCN(S(=O)(=O)c3ccc(S(=O)(=O)NC4CC4)cc3)CC2)nc2c1nnn2Cc1cccc(F)c1	-0.4	11.6
COc1ccc(CN2CCC(=O)N([C@H](CO)c3ccccc3)CC2)cc1OC	-1.0	26.2
CCCCCNc1nc(NCCCO)c(C#N)c2c1CN(C)CC2	0.2	24.6
CN(Cc1ccc(F)cc1)C(=O)c1cccc(OCc2ccccc2)c1	-2.0	18.7
C#CCNC(=O)C1=C[C@@H](c2ccc(C(F)(F)F)cc2)[C@H](CCCO)[C@@H](OCC)O1	-1.7	42.2
COc1ccc(CC(NC(C)=O)C(=O)NC2CCN(C(=O)c3ccc(OC)c(OC)c3)CC2)cc1OC (stereo not drawn)	-0.9	3.1
O=C(Nc1ccnn1C1CCN(Cc2ccccc2OC(F)F)CC1)c1cccc(F)c1	-1.7	3.4
Cc1cccn2c(=O)c3cc(C(=O)NCCN4CCOCC4)n(C)c3nc12	2.0	27.2
N#Cc1cccnc1N1CCN(C(=O)c2cccc3c2C(=O)c2ccc(-c4ccc(Cl)c(C(F)(F)F)c4)cc2S3(=O)=O)CC1	-1.0	9.2
CCCC1O[C@@H]2C[C@H]3[C@@H]4CCC5=CC(=O)C=C[C@]5(C)[C@H]4[C@@H](O)C[C@]3(C)[C@]2(C(=O)CO)O1 (stereo partly drawn)	-3.2	8.3
COc1ccc(N2C(=O)[C@@H]3C(c4cccnc4)=NO[C@@H]3C2=O)cc1	-0.8	11.7
COc1cccc(/C=N/c2sc(Cc3ccccc3)c(C)c2C(N)=O)c1O	0.6	20.8
O=C(Oc1ccc(Br)cc1C(=S)N1CCOCC1)c1ccc([N+](=O)[O-])cc1[N+](=O)[O-]	0.3	37.8
O=C(CCN1CCOCC1)N1c2ccccc2Sc2ccc(Cl)cc21	0.4	-2.7
O=C(NCCCN1CCOCC1)c1ccc(CS(=O)(=O)c2c(Cl)cccc2Cl)o1	0.6	12.9
COc1ccc(-c2nnc(SCC3CCCO3)n2C)cc1 (stereo not drawn)	1.2	8.0
Cc1ccc(NC(=O)c2ccco2)cc1C	2.1	7.9
OC(COc1cccc(OCC(O)CN2CCCC2)c1)CN1CCCC1 (stereo not drawn)	-0.4	6.7
O=C(/C=C\c1cn(-c2ccccc2)nc1-c1cccs1)N1CCOCC1	0.5	12.4
O=C(Nc1ccccc1C(=O)N1CCCCC1)c1ccc(Cl)cc1Cl	-1.5	10.5
O=C(CN1CCCCC1)NC(=O)NCc1ccccc1	-3.0	8.0
CC(C)(C)c1ccc(Oc2ccc(NC(=O)c3ccccc3C(=O)O)cn2)cc1	-0.8	13.8
COc1ccc(N2C(S)=C(C#N)C(=O)NC2c2ccco2)cc1 (stereo not drawn)	-0.5	12.2
CCOC(=O)c1ccc(NC(=O)Cn2nnc(-c3ccc(F)cc3)n2)cc1	-1.0	5.4
Cc1ccc(C(=O)C[n+]2cc(Br)cc(Br)c2)cc1	-2.0	7.9
Nc1nc(Sc2ncccc2[N+](=O)[O-])n[nH]1	0.2	40.7
C/C(N)=C(/C#N)C(=O)COC(=O)CCCNC(=O)c1ccc(Cl)cc1	-0.7	18.3
Cc1ccc(Cn2c(CN3CCOCC3)nc3c2c(=O)[nH]c(=O)n3C)cc1	-0.7	17.4
Cc1cc(C(=O)Nc2cccc(S(=O)(=O)N3CCCCC3)c2)c2ccccc2n1	-2.7	4.4
O=C(CN1CCN(S(=O)(=O)N2CCCCCC2)CC1)Nc1ccc(F)cc1	-1.2	10.4
COCC(=O)Nc1cc(Cl)ccc1C	-0.5	27.9
CCC(=O)OCC(=O)Nc1cc(C)c(C)cc1[N+](=O)[O-]	1.1	23.8
C[C@@H]1NC(=O)[C@@]2(C)[C@@H](c3ccccc3)[C@H]3COc4ccc(Cl)cc4[C@@H]3N2C1=O	-0.5	4.9
O=C1CSCN1c1ccc(Cl)c(Cl)c1	0.4	0.9
O=C1C2CC=CCC2C(=O)N1CC(=O)N(Cc1ccccc1)C1CCS(=O)(=O)C1 (stereo not drawn)	-2.6	7.0

More compounds:
canonical_smiles	STK33 kinase inh	OX1R FRET antag
O=C(C1CCCN(S(=O)(=O)c2cccc3nonc23)C1)N1CCC(Cc2ccccc2)CC1 (stereo not drawn)	-1.9	20.5
CCOC(=O)N/N=C/c1ccc(OCCSc2ccc(Cl)cc2)c(OCC)c1	0.1	24.5
O=C(/C=C/c1ccc(F)cc1)Nc1ccc(S(=O)(=O)Nc2ncccn2)cc1	0.3	6.1
CCOC(=O)/C(C#N)=C/c1cccn1-c1ccc(Cl)cc1	-1.7	6.5
COc1ccc2c(c1)CCC/C2=N/OC(=O)c1ccccc1OC	-0.8	19.2
COc1ccc(/C=N/NC(=O)Nc2cccc3nsnc23)cc1OC	-2.4	82.1*
CCN(CC)CCCn1c2c(c(SCC(=O)Nc3cccc(C(C)=O)c3)nc1=O)CCC2	-0.7	16.2
COc1cccc(N/C(N)=N/c2nc(CSc3ccccn3)cc(=O)[nH]2)c1	0.2	16.1
COc1ccc2[nH]c(=O)c(CN(CCCN3CCOCC3)C(=O)NCc3ccccc3)cc2c1	-1.5	20.1
Cc1ccc(Cl)cc1N1CCN(S(=O)(=O)c2ccc(-c3ccc(=O)[nH]n3)o2)CC1	3.4	23.3
CN(CC(O)COc1c(F)cc(Br)cc1F)C1CCCCC1 (stereo not drawn)	1.3	5.8
CCCCNC(=O)CCCCn1c(=S)[nH]c2c([nH]c3ccc(OC)cc32)c1=O	1.0	16.8
COc1cc(CO)cc(Br)c1OCC(=O)N1CCCCC1	-0.2	10.0
CCCCn1nnnc1NCc1ccc(C)cc1	-1.0	.
Cc1cc(C)c(C(=O)Nc2cccc(F)c2)c(Cl)n1	-1.5	11.8
CS(=O)(=O)c1ccc(NC(=O)c2ccc3c(c2)S(=O)(=O)N=C2CCCCCN23)cc1	-0.6	21.9
CCOC(=O)c1ccc(NC(=O)CS(=O)(=O)c2cn(CC)c3ccccc23)cc1	-2.7	27.0
COCCCNS(=O)(=O)c1ccc2[nH]c(=O)[nH]c2c1	-1.0	-6.3
O=C(Nc1ccccc1[N+](=O)[O-])c1cc(S(=O)(=O)Nc2ccccn2)ccc1Cl	0.1	33.4
Cc1ccc(F)cc1NC(=O)COC(=O)C1CCN(c2ccc(C(F)(F)F)cn2)CC1	0.9	12.7
O=C(O)c1ccc(CSc2nnc(-c3ccco3)o2)cc1	-1.7	3.3
Cc1cccc(N2CCN(C(=O)c3ccncc3)CC2)c1C	-0.7	11.1
CC(C)Oc1ccccc1-c1cc(C(=O)N/N=C/c2cccnc2)c2ccccc2n1	-0.8	19.5
Cc1ccc2nc(C)cc(C(=O)N/N=C/c3ccncc3)c2c1	-0.9	1.7
CC1=CC2=NC(=O)/C(=C\c3cc(C)n(-c4ccccc4)c3C)C(=N)N2O1	-1.2	6.6
COC(=O)C1=C(N)Oc2cc(C)n(CCCn3ccnc3)c(=O)c2C1c1ccc(Cl)cc1 (stereo not drawn)	-1.5	15.3
COc1ccc(NC(=O)Cc2coc3cc(C)ccc23)cn1	-1.9	36.3
C=CCn1c(=O)c2c3c(sc2n2c(Nc4ccccc4)nnc12)CCCC3	-0.3	10.3
COCCCNC(=O)C1CCC(=O)N(c2ccc3c(c2)OCO3)C1c1ccc(OC)cc1 (stereo not drawn)	-2.4	6.5
Cc1ccc(N2CCN(S(=O)(=O)c3nnc(NC(=O)c4ccco4)s3)CC2)cc1	-0.6	2.0
O=C1CC(c2ccccc2F)C2=C(COC2=O)N1 (stereo not drawn)	0.4	11.3
Cc1cc(O)c(CN2CCN(S(=O)(=O)c3cccs3)CC2)cc1C(C)C	0.1	14.1
COc1ccc(C2=NOC3(CC(=O)N(c4ccc(C)cc4)C3=O)C2)c(OC)c1 (stereo not drawn)	0.0	14.4
COCCOC(=O)c1c(NC(=O)CN2CCCc3ccccc32)sc(C(N)=O)c1C	-1.2	13.2
CC(C)C(c1nnnn1Cc1ccc(F)cc1)N1CCN(C2CCCCC2)CC1 (stereo not drawn)	0.3	22.0
Cc1ccccc1-c1nc2ccccc2c(=O)n1/N=C/c1ccc([N+](=O)[O-])cc1	-0.8	6.5
CC1CN=C(Nc2cccc(S(=O)(=O)N(C)C)c2)S1 (stereo not drawn)	1.1	7.5
O=C(CSc1nnc(Cc2ccccc2)n1C1CCCCC1)N1CCOCC1	-0.9	9.4
COc1ccccc1C(=O)Nc1ccnn1C1CCN(C)CC1	-6.4	1.9
COc1cccc(CC(=O)OC(C)C(=O)Nc2ncc(Cl)cc2Cl)c1 (stereo not drawn)	-0.4	3.6

Entries above containing a nitro group on carbon:
canonical_smiles	STK33 kinase inh	OX1R FRET antag
COc1ccc(C(=O)NCCc2c[nH]c3ccccc23)cc1[N+](=O)[O-]	-1.2	-0.3
O=C(Oc1ccc(Br)cc1C(=S)N1CCOCC1)c1ccc([N+](=O)[O-])cc1[N+](=O)[O-]	0.3	37.8
Nc1nc(Sc2ncccc2[N+](=O)[O-])n[nH]1	0.2	40.7
CCC(=O)OCC(=O)Nc1cc(C)c(C)cc1[N+](=O)[O-]	1.1	23.8
O=C(Nc1ccccc1[N+](=O)[O-])c1cc(S(=O)(=O)Nc2ccccn2)ccc1Cl	0.1	33.4
Cc1ccccc1-c1nc2ccccc2c(=O)n1/N=C/c1ccc([N+](=O)[O-])cc1	-0.8	6.5

(listing goes on)
canonical_smiles	STK33 kinase inh	OX1R FRET antag
CC1CCCCN1C(=O)COC(=O)c1ccc(=O)n(Cc2ccccc2)n1 (stereo not drawn)	-2.4	12.5
O=C(CC12CC3CC(CC(C3)C1)C2)NCC(=O)N1CCc2ccccc2C1	0.4	10.2
Cc1ccc2nc(NC(=O)C3CC3C)sc2c1 (stereo not drawn)	-0.8	23.9
COC(=O)C1CCN(Cc2c(C(=O)N3C[C@@H](C)O[C@@H](C)C3)nc3ccc(Cl)cn23)CC1	0.5	13.7
Clc1ccc(CNc2ccc3nnc(-c4ccccc4)n3n2)cc1	-1.2	3.4
O=C(c1ccco1)N1CCN(C(=O)c2cc(-c3ccccc3)nc3ccccc23)CC1	0.6	26.9
CCc1csc(CCNC(=O)C2CCC(=O)N(CCc3cccc(F)c3)C2)n1 (stereo not drawn)	-1.5	.
O=C(COC(=O)C1CCC(=O)N1)Nc1ccccc1Br (stereo not drawn)	-1.8	20.2
Cc1ccccc1S(=O)(=O)Cc1ccc(C(=O)NCCN(Cc2ccccc2)C(C)C)o1	-2.1	5.9
O=C(Nc1ccc(Cl)cc1)N1CCc2[nH]c3ccccc3c2C1	-4.1	34.7
OC(COCc1ccc(Cl)cc1)CN1CCCCC1 (stereo not drawn)	0.0	10.1
O=c1oc2ccc3ccccc3c2c2c1SC(C(F)(F)F)C2 (stereo not drawn)	-0.9	13.8
COC(=O)C1=CN(Cc2ccccc2)C=C(C(=O)OC)C1c1cc(F)ccc1F	-1.8	6.8
CCSC1=C(C#N)C(c2cccs2)C(C(=O)OC)=C(C)N1 (stereo not drawn)	-2.2	5.5
